Compound activity deposited in PubChem by National Center for Advancing Translational Sciences (NCATS).
BCR signal inh: inhibitors of chronic active B-cell receptor signaling; ABC-DLBCL IkBa-CBG/CBR reporter, luminescence ratio, 4 h; Potency, µM (highest dose often 46.1 µM), without a hit: at the top dose ratio change, negative = lower green/red ratio, actives largely listed as inhibitors; AID 493014; hit rate 0.05% among 340,000; active = well fitted inhibition curve with a large enough effect in the signal ratio, with a control signal flat, not every such curve was filed as active; inconclusive = small, poorly fitted or top-dose-only effect, or effect the other way, or a change in a side signal; the % refers to the signal ratio;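 note: potency is the fitted concentration of half-maximal effect; plate controls were basal doxycycline-induced cells for no effect and cells given 10 µM MG132 for full effect; MG132 reads +100%, hits lower the ratio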
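Doxycycline induced both beetle luciferases in TMD8 lymphoma cells; IKK-driven degradation limits the IkappaBalpha-fused green signal, while red luminescence normalises for cell number and nonspecific effects. Compounds tested up to 46 uM, 4 hrs.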
TSG101-PTAP inh: blocks PTAP/TSG101 interaction to inhibit HIV-1 budding; Q99816; Potency, µM (doses to about 115 µM), for inactives: at the top dose activity change, negative = inhibition, hits mostly inhibitors; Fluorescence polarization, FITC-PTAP peptide / Tsg101 binding; AID 493005; 340,000 tested, under 10 active; active = well fitted inhibition curve with a large enough effect in the main read-out, with a control signal flat, not every such curve was filed as active; inconclusive = small, poorly fitted or top-dose-only effect, or effect the other way, or a change in a side signal; inactive = no such curve, though single readings can be large or run the other way; note: potency is the fitted concentration of half-maximal effect; % of control where 0% means no effect
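Compounds were pin-transferred onto Tsg101 binding domain (10 uM final) in HEPES pH 7.5 buffer, then FITC-PTAP peptide was added at 50 nM final. After 20 min at RT, polarization reported peptide displacement across a qHTS concentration series.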
Mito fusion act: blocks mitochondrial division or promotes mitochondrial fusion | S. cerevisiae fusion-defective mutant growth rescue, CellTiterGlo 48 h | Potency, µM (top dose mostly 46.1 µM), for inactives: top-dose growth rescue (activation), usual class: activators | hit rate 0.23% among 320,000 | AID 485298;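 note: potency is the fitted concentration of half-maximal effect; % of control where 0% means no effect; nearly all actives have a fitted effect of over 45% in size; temperature-sensitive fusion mutants such as fzo1-1 at 37 °C on non-fermentable ethanol glycerol medium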
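Read-out: ATP-based luminescence (CellTiterGlo, 10 min ambient) reporting growth of fusion-defective ts yeast after 48 hours at 37C on glycerol/ethanol YPEG medium in the presence of compound.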
TCR act: T cell receptor activation; AID 504894; primary human leukocytes, anti-CD3, IL-2 HTRF, 48 h; 330,000 tested, under 10 active; Potency, µM (titrated, usually from 9.22 µM), for inactives: at the top dose activation of IL-2 secretion, hits mostly activators; note: % of control where 0% means no effect
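1) Mix primary human leukocytes, a-CD3 beads and compound. 2) Incubate 48 hr. 3) Add HTRF IL-2 reagents (a-IL-2-K, a-IL-2-d2).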
uPA generation: cell surface uPA generation inhibition. hit rate 0.31% among 330,000. cell surface uPA generation assay, qHTS. AID 540303. Potency, µM (top dose mostly 38.3 µM), for inactives: top-dose activity change, negative = inhibition, actives largely listed as inhibitors; active = well fitted inhibition curve with a large enough effect; inconclusive = small, poorly fitted or top-dose-only effect; inactive = no such curve, though single readings can be large or run the other way; tested in mouse RAW 264.7 cells; note: potency is the fitted concentration of half-maximal effect; % is set by controls: 0 for no effect and ±100 for the full control effect; nearly all actives have a fitted effect of over 55% in size
ELG1 repair inh: inhibitors of ELG1-dependent DNA repair in HEK293T cells | hit rate 2.3% among 330,000 | Potency, µM (highest dose often 46.1 µM), inactives show at the highest dose activity change, negative = inhibition, usual class: inhibitors | HEK293T ELG1-luciferase reporter, luminescence, 16 h; DNA damage induced by 5-fluorouridine; note: potency is the fitted concentration of half-maximal effect; % is set by controls: 0 for no effect and ±100 for the full control effect; nearly all actives have a fitted effect of over 55% in size
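Overnight (16 hr) co-exposure of 2,000 cells/well to 5-fluorouridine and compound at 37 °C preceded detection. Luciferase was quantified via ONE-Glo luminescence; loss of signal denotes inhibition.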
TSHR antagonist: blocks TSH signaling through the human TSH receptor; P16473; TSHR-expressing cells, TSH-stimulated cAMP HTRF, 2 h; hits give low values; activity change, negative = inhibition, % at 11.5 µM; hit rate 0.2% among 330,000; AID 504810;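 active = activity change below a set negative limit, meaning inhibition stronger than a set level, cut at about -70% in these data; inconclusive = activity change between two set negative limits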; note: % is set by controls: 0 for no effect and ±100 for the full control effect
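Competitive HTRF cAMP read-out (cryptate anti-cAMP antibody, cAMP-d2; 30 min, room temperature) in freshly harvested TSHR cells. Compounds added before TSH at EC80 (4nM final), followed by 2 hours' incubation at 37 deg C.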
USP2a inh: USP2a (human) protease inhibition; Potency, µM (highest dose often 38.3 µM), for the others: at the top dose activity change, negative = inhibition, hits mostly inhibitors; O75604; USP2 core, Ub-CHOP2 coupled fluorogenic reporter, 485/531; hit rate 0.01% among 330,000;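 note: potency is the fitted concentration of half-maximal effect; plate controls were DMSO wells for no effect and full inhibition by NEM control for full effect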
Target sequence (O75604 whole entry, looked up): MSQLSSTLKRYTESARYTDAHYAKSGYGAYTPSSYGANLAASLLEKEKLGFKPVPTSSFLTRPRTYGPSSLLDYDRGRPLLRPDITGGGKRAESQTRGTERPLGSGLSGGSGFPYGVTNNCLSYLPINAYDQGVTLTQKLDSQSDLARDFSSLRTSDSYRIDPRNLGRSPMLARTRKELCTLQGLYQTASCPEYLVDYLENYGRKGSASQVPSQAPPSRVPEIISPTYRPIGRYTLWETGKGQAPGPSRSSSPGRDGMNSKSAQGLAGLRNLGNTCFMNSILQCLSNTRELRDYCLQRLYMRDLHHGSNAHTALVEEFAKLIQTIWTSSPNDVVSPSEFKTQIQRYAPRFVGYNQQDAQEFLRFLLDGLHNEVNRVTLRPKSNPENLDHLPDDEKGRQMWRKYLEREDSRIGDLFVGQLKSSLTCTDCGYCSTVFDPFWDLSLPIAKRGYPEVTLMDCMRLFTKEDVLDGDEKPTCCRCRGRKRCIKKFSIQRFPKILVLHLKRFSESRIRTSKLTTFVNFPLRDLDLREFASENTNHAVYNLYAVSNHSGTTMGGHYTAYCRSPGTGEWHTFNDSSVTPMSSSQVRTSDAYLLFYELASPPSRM
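Cell-free coupled assay: 10nM USP2 core preincubated 30min RT with compound in Tris-HCl pH 8.0/CaCl2/CHAPS buffer, then 25nM Ub-CHOP2 and 25nM reporter substrate; fluorescence (Ex 485/Em 531) read after 60min RT, normalized to NEM inhibition, concentration-response curves fitted.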
B2AR arrestin: recruits beta-arrestin to the human beta2-adrenergic receptor. P07550. beta-arrestin recruitment to beta2AR, cell-based reporter. Potency, µM (top dose mostly 46.1 µM), inactives show top-dose activation, usual class: activators. hit rate 0.02% among 330,000. AID 492947;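 note: potency is the fitted concentration of half-maximal effect; 0% = DMSO controls and full agonism = EC100 isoproterenol or metaproterenol; nearly all actives have a fitted effect of over 65% in size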
Eya2 phos inh: Eya2 (human) phosphatase inhibition. AID 488837. recombinant Eya2, OMFP fluorescence dephosphorylation (OMFP is methylfluorescein phosphate). hit rate 0.006% among 330,000. Potency, µM (top dose mostly 76.9 µM), for the others: at the highest dose activity, negative = inhibition, actives largely listed as inhibitors; note: potency is the fitted concentration of half-maximal effect; % is set by controls: 0 for no effect and ±100 for the full control effect
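Eya2 protein (added as 0.2 uM solution) was preincubated with compound for 10 min at ambient temperature in 50 mM HEPES pH 7.5, 50 mM NaCl, 5 uM MgCl2, 0.05% BSA, 1 mM DTT. OMFP (added at 50 uM) then reacted 10 min; fluorescence read at 485/525 nm.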
Tb PFK block: blocks T. brucei phosphofructokinase; hit rate 0.17% among 330,000; T. brucei PFK, ADP-Glo luminescence; O15648; Potency, µM (top dose mostly 57.5 µM), without a hit: at the highest dose activity, negative = inhibition, hits mostly inhibitors;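 note: potency is the fitted concentration of half-maximal effect; 0% = uninhibited 1x PFK enzyme wells and -100% = no-enzyme wells; nearly all actives have a fitted effect of over 60% in size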
Target sequence (O15648 whole entry, looked up): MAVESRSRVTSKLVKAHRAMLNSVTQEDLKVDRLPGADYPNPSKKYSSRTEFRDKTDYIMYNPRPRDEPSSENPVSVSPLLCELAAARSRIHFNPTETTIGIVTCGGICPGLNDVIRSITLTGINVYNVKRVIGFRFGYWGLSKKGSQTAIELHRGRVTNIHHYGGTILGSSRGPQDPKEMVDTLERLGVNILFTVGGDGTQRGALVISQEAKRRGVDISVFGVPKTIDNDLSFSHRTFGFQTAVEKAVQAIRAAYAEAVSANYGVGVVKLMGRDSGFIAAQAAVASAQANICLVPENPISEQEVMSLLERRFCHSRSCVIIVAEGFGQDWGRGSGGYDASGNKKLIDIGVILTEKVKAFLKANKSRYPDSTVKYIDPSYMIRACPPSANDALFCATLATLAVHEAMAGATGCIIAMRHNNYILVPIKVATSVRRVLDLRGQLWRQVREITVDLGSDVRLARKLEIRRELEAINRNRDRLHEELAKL
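Luminescent ADP detection (ADP-Glo, two-step: ATP depletion then ADP-to-ATP conversion for luciferase) reported PFK activity after 45 min room-temperature reaction of 1.25 nM enzyme with 0.5 mM F6P and 0.1 mM ATP at pH 8.0.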
The depositor's hits bear a star; ? = inconclusive; / = no result given; [ ] = another dose, or the depositor's remark. Unless noted, calls come from the whole dose curve; as a rule, active = well fitted curve in the direction sought with a large enough effect; inconclusive = small, poorly fitted or top-dose-only effect, or another doubt; inactive = no such curve, though single readings can be large; an effect the other way counts as inactive or inconclusive.

Values run as follows: BCR signal inh, TSG101-PTAP inh, Mito fusion act, TCR act, uPA generation, ELG1 repair inh, TSHR antagonist, USP2a inh, B2AR arrestin, Eya2 phos inh, Tb PFK block
COC(=O)c1c(-c2ccc(OC)cc2)sc2ccc(OC)cc12
  ?, /, /, 13%, -2%, ?, -38, 1%, -0.4%, ?, 1%
CC(=O)N1CCc2[nH]c3ccccc3c2C1
  0%, -1%, 4%, 4%, -8%, ?, 18, 0%, -0.5%, -6%, 1%
COc1ccc(/C=C/C(=O)Nc2ccc(OC)cc2[N+](=O)[O-])cc1
  0%, -1%, -4%, 6%[46.1 µM], 5%, 17%, 26, 3%, -2.0%, 3%, -4%
Cc1cc(C(C)(C)C)oc1C(=O)Nc1ccc(CC(=O)O)cc1
  ?, -5%, 0%, 0%, 7%, 5%, -6, 0%, 0.1%, 13%, -3%
Cc1ccc(-c2nc3cccnc3s2)cc1NS(=O)(=O)c1ccc2c(c1)OCCO2
  -7%, -2%, ?, -10%, ?, ?, 17, -7%, -0.7%, 11%, 3%
CC(C)(C)C(=O)Nc1ccccc1C(=O)Nc1ccncc1
  -8%, -3%, 3%, -8%[46.1 µM], -3%, 8%, -13, 2%, -0.6%, -16%, 7%
O=C(NCc1cccnc1)c1ccccc1-c1ccccc1
  2%, -1%, -3%, 0%, -3%, 2%, -3, 1%, -0.2%, -1%, 1%
C#CCOCCOCCOCCNc1nc(N2CCN(C(=O)[C@H](CCCCN)n3cc(CN)nn3)CC2)nc(N2CCN(C(=O)[C@H](CCCN=C(N)N)n3cc(C(N)[C@H](C)CC)nn3)CC2)n1 (some centres not stated)
  ?, -3%, /, -1%, 8%, 27%, 3, 0%, -0.2%, 5%, -1%
NC(=O)C1=C[C@H](c2csc3ccccc23)C[C@H](OCCCCO)O1
  21%, 2%, 0%, 0%, 2%, 0%, -7, 1%, -0.3%, -2%, 0%
Oc1ccccc1N1CCN(C(=S)NCCc2ccccc2)CC1
  4%, -1%, 26%, -2%[46.1 µM], -1%, ?, -12, 4%, -0.6%, 4%, 1%
CCS(=O)c1ccccc1C(=O)O (configuration not stated)
  4%, -7%, 6%, 0%, -3%, 0%, 30, -6%, -1.0%, 2%, 2%
O=C(CN(C(=O)Cn1nnc(-c2cccs2)n1)c1ccc2c(c1)OCCO2)NCc1ccccc1
  -8%, -3%, 2%, 8%, -6%, -16%, 8, -3%, 0.3%, -29%, -4%
Nc1nc(NCC2CCCO2)nc(Nc2cccc(Cl)c2)c1[N+](=O)[O-] (configuration not stated)
  6%, -5%, 2%, -6%, 1%, -2%, -3, -1%, -0.2%, 9%, 0%
O=[N+]([O-])c1cccc(-c2c(-c3ccccc3)ncc3ccc(F)cc23)c1
  22%, -4%, ?, 1%, -14%, ?, -13, 5%, -0.9%, 3%, -2%
CCCc1cc(=O)oc2cc(OCC(=O)Nc3ccccn3)ccc12
  -3%, -1%, 7%, -2%, -9%, ?, -4, -7%, -1.0%, 0%, -10%
COc1ccc(-c2cc(=O)oc3cc(OCC(=O)NCc4ccccn4)ccc23)cc1
  -1%, -4%, 5%, -4%, 11%, ?, -5, 4%, -0.5%, 8%, 0%
Cc1ccc(SCCCCN2CCNCC2)cc1
  3%, -7%, -7%, 2%[46.1 µM], -1%, ?, 3, -1%, -0.5%, -21%, -13%
Cc1nn(-c2ccccc2)c(Cl)c1C(=O)Nc1ccccc1
  3%, 0%, 4%, 1%, 3%, 25%, 6, 0%, -0.5%, -10%, 6%
CCCSc1nnc2c(n1)OC(c1cccn1C)N(C(C)=O)c1ccccc1-2 (configuration not stated)
  0%, -2%, -1%, 12%, 1%, 2%, -11, 1%, -0.2%, 11%, -1%
CCCc1[nH]nc2c1C(c1ccncc1)C(C#N)=C(N)O2 (configuration not stated)
  ?, -6%, -1%, 4%, -2%, 19%, -9, 1%, -0.2%, ?, 5%
Cn1c(N)c(C(=O)COC(=O)C23CC4CC(CC(C4)C2)C3)c(=O)n(C)c1=O
  -9%, -4%, 1%, -2%, 5%, ?, -14, -3%, -0.4%, -4%, -1%
CCCn1c(=N)n(CC(O)c2ccc(C)cc2)c2ccccc21 (configuration not stated)
  ?, -8%, 4%, 3%, -12%, 11%, -3, 1%, -0.3%, 2%, -1%
CC(C)CCNc1ncnc2c1nnn2Cc1ccccc1
  6%, -3%, -5%, 3%, 0%, -9%, 1, 0%, 0.1%, -8%, 1%
CC(C)CN(C(=O)COC(=O)c1cccn1C)c1c(N)n(Cc2ccccc2)c(=O)[nH]c1=O
  5%, -2%, 1%, -3%, -2%, -5%, 16, -1%, -0.5%, 5%, -4%
CN(C)S(=O)(=O)c1ccc2c(c1)nc(CCC(=O)NCC1CCCCC1)n2C
  4%, -9%, 0%, -1%, 0%, 2%, -3, 0%, 0.1%, 9%, -1%
O=C(NCCc1c[nH]c2ccccc12)/C(=C/c1cccnc1)NC(=O)c1cccs1
  -6%, 0%, -6%, -4%, 1%, -8%, -11, 1%, -0.3%, 5%, 1%
CC(Oc1ccc(Br)cc1)C(=O)NCCCN1CCCC1=O (configuration not stated)
  4%, 0%, /, -50%, 2%, -14%, -5, 4%, 0.5%, 6%, 9%
Cc1c(NC(=O)c2ccc(N3CCCC3)c([N+](=O)[O-])c2)cccc1-c1nc2ccccc2s1
  7%, -5%, 6%, -2%, -2%, ?, 15, 0%, -0.1%, 1%, 3%
Cc1cc(NC(=O)Nc2ccc(F)cc2F)n(C)n1
  4%, -5%, -8%, 3%, -1%, -7%, 21, 0%, 0.3%, 2%, -4%
CC1CCCC(C)N1/N=C/c1cc(Br)c(O)c(Br)c1 (configuration not stated)
  1%, /, 4%, -2%[46.1 µM], /, 0%, 14, 3%, -0.6%, 5%, -3%
CCN(CC)CCOC(=O)c1c(C)oc2ccc(OC)cc12
  -3%, 2%, -5%, 3%, -2%, ?, 0, 0%, -0.2%, 27%, 1%
CC(=O)c1c(C)nc2ccccn12
  4%, -8%, -3%, -2%, 3%, 7%, -5, 2%, -0.3%, -31%, 1%
O=C(Nc1cnn(Cc2ccc(Cl)c(Cl)c2)c1)c1nc2ncccn2n1
  ?, -8%, 2%, -3%, -1%, -18%, -3, 0%, -0.8%, -17%, 5.4µM*
O=C(CNC(=O)c1ccc(Cl)c([N+](=O)[O-])c1)OCN1C(=O)c2ccccc2C1=O
  9%, 2%, 0%, 2%, -6%, 8%, -14, 0%, -0.4%, -7%, -10%
CC(C)CN(C(=O)COC(=O)CNC(=O)c1sc2ccccc2c1Cl)C1CCS(=O)(=O)C1 (configuration not stated)
  -3%, 0%, -6%, 0%, 4%, 2%, -2, 0%, 0.1%, -11%, -1%
COc1ccc(N(C)C(=O)c2ccc3nc(-c4ccccc4)c(-c4ccccc4)nc3c2)cc1
  ?, -2%, 0%, -14%, 14%, -17%, 0, -6%, 0.2%, 0%, 0%
Cc1ccc(/C=N/NC(=O)c2nnn(-c3nonc3N)c2C)o1
  ?, -8%, -1%, 3%, 5%, 15%, -4, -1%, 0.1%, 0%, 2%
O=C(Nc1cccc(Cl)c1)N1CCCC1
  1%, -4%, 22%, /, 0%, 18%, 13, 6%, 0.1%, -2%, -1%
O=C(Nc1nnc(COc2ccc(Cl)cc2)s1)c1ccc([N+](=O)[O-])cc1
  9%, -2%, 1%, 2%, 12%, -13%, 9, 2%, 0.1%, 3%, 0%
CNc1ccc(C(=O)N2CCN(S(=O)(=O)c3ccc4c(c3)OCCCO4)CC2)cc1[N+](=O)[O-]
  -10%, -4%, 2%, 9%, -4%, ?, -14, -1%, -1.1%, 3%, -3%
O=C(Cc1cccc(C(F)(F)F)c1)Nc1cc(S(=O)(=O)N2CCOCC2)ccc1N1CCCC1
  -6%, -3%, 0%, 4%, ?, -3%, -9, -4%, 0.1%, -17%, 0%
Cc1cccc(-c2nnc(SCc3cc(=O)[nH]c4ccccc34)n2C)c1
  1%, -1%, -4%, 0%, 4%, 2%, -4, 3%, 0.2%, -2%, -7%
CCCCn1c(N)c(N(CCOC)C(=O)c2cnccn2)c(=O)[nH]c1=O
  8%, -4%, 3%, 8%, 1%, 20%, 0, 1%, -1.0%, -12%, -2%
